# SNCA expr inhib: SNCA gene expression inhibition; HEK-293 SNCA-luciferase knock-in, luminescence, 24 h; Potency, µM (doses to about 57.2 µM), without a hit: top-dose activity change, negative = inhibition, actives largely listed as inhibitors; 0.17% of 140,000 active; AID 1671194;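 also: potency is read from the fitted curve at half-maximal effect; plate controls were DMSO cells for no effect and cell-free wells for full effect; nearly all actives have a fitted effect of over 45% in size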
# IP6K1 inhibitor: inhibitors of human IP6K1. activity change, % (series mostly up to about 58 µM). AID 1645851. Q92551. 0.81% of 140,000 active. IP6K1 kinase, ADP-Glo luminescence, 2 h; active compounds read low; in the data active = activity change below about -25%
# Target sequence (Q92551 whole entry, looked up): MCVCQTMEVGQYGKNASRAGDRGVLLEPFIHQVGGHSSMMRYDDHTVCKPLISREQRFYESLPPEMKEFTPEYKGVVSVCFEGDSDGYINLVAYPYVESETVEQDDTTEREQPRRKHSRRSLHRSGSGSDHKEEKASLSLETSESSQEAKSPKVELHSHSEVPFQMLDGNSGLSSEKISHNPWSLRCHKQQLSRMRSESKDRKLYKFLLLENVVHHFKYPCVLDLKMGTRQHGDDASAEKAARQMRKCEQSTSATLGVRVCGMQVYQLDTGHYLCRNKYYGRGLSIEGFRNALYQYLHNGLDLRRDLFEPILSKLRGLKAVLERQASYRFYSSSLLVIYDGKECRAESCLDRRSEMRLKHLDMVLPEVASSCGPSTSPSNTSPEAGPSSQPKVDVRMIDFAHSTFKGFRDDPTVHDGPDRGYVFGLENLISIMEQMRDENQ
#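 ADP-Glo luminescence measures ADP made by human IP6K1 during a 2 h RT reaction with ATP/IP6 (mix at 1.3 mM/130 uM); top library doses 57.5 and 19.1 uM final.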
# GPT2 inh: GPT2 alanine aminotransferase inhibition. Recombinant GPT2, coupled pyruvate oxidase/HRP Amplex Red fluorescence. Potency, µM (top dose mostly 57.7 µM), without a hit: top-dose activity change, negative = inhibition, usual class: inhibitors. 0.25% of 100,000 active; also: potency is read from the fitted curve at half-maximal effect; nearly all actives have a fitted effect of over 60% in size; many of its hits are not listed in these tables
# Target sequence (Q8TD30 whole entry, looked up): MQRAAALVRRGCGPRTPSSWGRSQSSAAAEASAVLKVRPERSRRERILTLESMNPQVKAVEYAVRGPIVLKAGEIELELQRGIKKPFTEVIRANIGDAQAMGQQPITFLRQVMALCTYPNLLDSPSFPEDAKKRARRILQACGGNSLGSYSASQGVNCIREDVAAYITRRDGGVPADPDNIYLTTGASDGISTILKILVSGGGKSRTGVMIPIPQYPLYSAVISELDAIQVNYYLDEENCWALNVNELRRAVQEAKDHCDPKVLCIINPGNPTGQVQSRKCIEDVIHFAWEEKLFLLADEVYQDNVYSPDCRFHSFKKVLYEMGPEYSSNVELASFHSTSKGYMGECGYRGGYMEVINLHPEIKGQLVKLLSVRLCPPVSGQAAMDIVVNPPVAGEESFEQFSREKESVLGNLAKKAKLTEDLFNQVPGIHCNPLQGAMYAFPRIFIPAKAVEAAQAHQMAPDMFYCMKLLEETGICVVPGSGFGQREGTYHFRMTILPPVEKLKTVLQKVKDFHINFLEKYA
#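 Recombinant GPT2 (10ng/uL) with 250uM a-KG and 2mM L-alanine, 30 min at room temperature, in HEPES pH 7.5 buffer. Pyruvate detected by pyruvate oxidase/HRP/Amplex Red fluorescence after 30 min in the dark; AOA (50uM) as positive control.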
# HEK293 tox: HEK 293 cell cytotoxicity; 6.6% of 94,000 active; Potency, µM (titrated, usually from 115 µM), for the others: at the top dose activity change, negative = cytotoxicity, actives largely listed as inhibitors; AID 1345083; HEK 293 viability, ATP luminescence (CellTiter-Glo), 48-72 h; also: potency is read from the fitted curve at half-maximal effect; nearly all actives have a fitted effect of over 60% in size
#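 HEK 293 cells at 250 cells/well were exposed to compounds by pintool transfer for 48 or 72 hr at 37 degree Celsius, 5% CO2. Viability was read as ATP-coupled luminescence with CellTiter-Glo after 10 min at room temperature.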
# HEK293 viab: counter-screen for SNCA expression inhibitors: cell viability; HEK-293-SNCA-luc viability, GF-AFC fluorescence, 24 h; 0.12% of 150,000 active; Potency, µM (series often up to 57.1 µM), for inactives: at the highest dose activity change, negative = cytotoxicity, actives largely listed as cytotoxic;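 also: potency is read from the fitted curve at half-maximal effect; 0% = DMSO-treated cells and -100% = medium-only wells without cells; nearly all actives have a fitted effect of over 30% in size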
#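 Cytotoxicity counterscreen: after 24 h compound treatment of genome-edited SNCA-luciferase HEK-293 cells, live-cell protease substrate GF-AFC read by fluorescence after 30 min; activity scaled between DMSO (0%) and medium-only (-100%), curves Hill-fitted.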
# FLuc inh: Photinus pyralis luciferase inhibition | Potency, µM (doses to about 115 µM), for the others: at the highest dose activity change, negative = inhibition, most hits filed as inhibitors | 2.5% of 76,000 active | purified P. pyralis luciferase, luminescence, biochemical; also: potency is read from the fitted curve at half-maximal effect; nearly all actives have a fitted effect of over 65% in size
#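 Inhibitors were tested against purified firefly luciferase in a biochemical, low-substrate format (both substrates at 10uM) and luminescence measured with a CCD imager.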
# 3T3 cytotox: cytotoxic compounds in NIH 3T3 cells | NIH 3T3 viability, CellTiter-Glo ATP luminescence, 48-72 h | Potency, µM (highest dose often 96.7 µM), without a hit: top-dose activity change, negative = cytotoxicity, usual class: inhibitors | 4.3% of 94,000 active; also: potency is read from the fitted curve at half-maximal effect; nearly all actives have a fitted effect of over 55% in size
#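 Mouse fibroblast NIH 3T3 cells, 400 per well, received compound via pintool and were incubated for 48 or 72 hr prior to CellTiter-Glo ATP luminescence measurement.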
# * = called active by the depositor; i = inactive; ? = inconclusive; nt = not tested or not shown; [ ] = another dose, or the depositor's remark. Unless noted, calls follow the shape of the dose curve; as a rule, active = well fitted curve in the direction sought with a large enough effect; inconclusive = small, poorly fitted or top-dose-only effect, or another doubt; inactive = no such curve, though single readings can be large; an effect the other way counts as inactive or inconclusive. Unless noted, % is scaled to controls: 0 for no effect and ±100 for the full control effect. The list is partial (hit frequency here may not be typical).
SMILES	SNCA expr inhib	IP6K1 inhibitor	GPT2 inh	HEK293 tox	HEK293 viab	FLuc inh	3T3 cytotox
Cc1[nH]c2ccccc2c1CCNC(=O)c1ccccc1F	nt	4	i	nt	3%	nt	nt
O=C(c1ccc(-c2cccs2)cc1)N1CCC(C(=O)N2CCCCC2)CC1	nt	3	nt	?	nt	nt	?
Cc1cc(C)cc(NC(=O)N2CCC3(CCNC(=O)CC3)CC2)c1	4%	-6	-11%	-5%	-11%	-6%	-13%
Cc1ccc(C)c(NC(=O)c2cnn(-c3cccc(F)c3)c2C2CCN(C(=O)OC(C)(C)C)CC2)c1	-68%	-4	nt	nt	-14%	nt	nt
O=C1NCCCCCN(C(=O)COc2ccccc2)[C@H]2CCC[C@@H]12	-6%	-2	-12%	i	5%	-4%	-17%
Cn1cccc1-c1noc(C2CCN(C(=O)CCn3cnc4ccccc43)C2)n1 (stereo not given)	7%	15	i	?	-3%	nt	-29%
COc1cccc(N2C(=O)NC(=NC3CCCCC3)C23CCCN(C(=O)c2ccccc2OC)C3)c1 (stereo not given)	12%	2	i	-15%	-1%	nt	-7%
COc1ccccc1CC(=O)N1CCC2(CC1)NC(=O)N(Cc1ccccc1)C2=O	-13%	0	i	-13%	8%	-1%	-22%
COc1ccc(C(=O)N2CCC3(CC2)NC(=O)N(Cc2ccc(F)cc2)C3=O)c(C)c1	-16%	-11	i	?	3%	11%	?
O=C(c1ccc(Cl)cc1)N1CC(c2nnc(-c3ccncc3)o2)C2(CCOCC2)C1 (stereo not given)	-4%	27	i	-22%	?	-3%	-23%
O=C(NCCc1ccccc1)N1CCCCC1c1nc(CCOCC2CC2)no1 (stereo not given)	-7%	7	i	-9%	-19%	-1%	-4%
CC(C)CCN1C[C@@H]2C(=O)N(CCCN3CCCC3=O)C(=O)[C@@H]2C1	-23%	-1	i	-4%	2%	3%	-12%
COc1ccccc1N1CCN(C(=O)C2CCN(S(=O)(=O)c3cn(C)cn3)CC2)CC1	?	20	nt	nt	4%	nt	nt
Cc1noc(C2CCCCCN2C(=O)Cc2ccccc2)n1 (stereo not given)	-26%	26	-6%	-2%	2%	5%	-13%
COCCNC(=O)c1ccc(OC2CCN(C(=O)[C@@H](C)N)CC2)c(Cl)c1	?	27	i[11.5 µM]	-2%	2%	2%	2%
CCn1ncc(N2CCC(NC(=O)Cc3cccs3)CC2)cc1=O	21%	18	4%	-16%	-5%	-12%	-16%
CC(C)(C)C1CCc2c(sc(NC(=O)Cn3nnc(-c4cccc(C(F)(F)F)c4)n3)c2C#N)C1 (stereo not given)	21%	26	nt	nt	-9%	nt	nt
COc1ccc([C@@H]2CN(c3ncccc3C#N)C[C@H]2NC(C)=O)cc1	4%	4	3%	-9%	6%	-26%	-23%
COc1ccc(CCNC(=O)CCS(=O)(=O)c2cc3c(cc2Cl)NC(=O)CO3)cc1OC	-6%	3	nt	nt	-3%	nt	nt
CC(C)CCNC(=O)c1cnc2n1CCN(Cc1ccncc1Cl)CC2	3%[87.6 µM]	26	-17%[88.5 µM]	?	6%[87.6 µM]	0%[172 µM]	?
O=C1CCc2cc(S(=O)(=O)NCc3ccc(Cl)cc3)cc3c2N1CC3	-23%	11	nt	nt	7%	nt	nt
COc1ccc(OC)c(S(=O)(=O)N2CC(N(C3CCOCC3)S(C)(=O)=O)C2)c1	-21%	-6	-29%	3%	11%	1%	-10%
CCn1c(C2CCCN(C(=O)NC(C)C)C2)nn(C)c1=O (stereo not given)	18%	4	i	3%	-3%	-11%	-2%
CSc1ccc(-c2cccc(CN3CCC(NC(=O)c4ccc(C(F)(F)F)cc4)CC3)c2)cc1	nt	5	nt	?	nt	nt	?
COc1ccc(CCc2nc3nccc(-c4ccccc4)n3n2)cc1OC	77%[activator]	-4	1%	?	-4%	-17%	-23%

# Record cards, from the list above:
# Results for CC(C)CCN1C[C@@H]2C(=O)N(CCCN3CCCC3=O)C(=O)[C@@H]2C1 = SNCA expr inhib = -23%; IP6K1 inhibitor = -1; GPT2 inh = i; HEK293 tox = -4%; HEK293 viab = 2%; FLuc inh = 3%; 3T3 cytotox = -12%
# Results for COc1ccc(CCc2nc3nccc(-c4ccccc4)n3n2)cc1OC = SNCA expr inhib = 77%[activator]; IP6K1 inhibitor = -4; GPT2 inh = 1%; HEK293 tox = ?; HEK293 viab = -4%; FLuc inh = -17%; 3T3 cytotox = -23%

# (more compounds)
SMILES	SNCA expr inhib	IP6K1 inhibitor	GPT2 inh	HEK293 tox	HEK293 viab	FLuc inh	3T3 cytotox
COc1cccc2c1ccn2CCNC(=O)Cn1nc2c(cc1=O)CCCCC2	62%[activator]	1	i	?	-11%	5%	-5%
COc1ccc(C2Cn3cnc(C(=O)N4CCC(C(=O)NCc5ccccc5F)CC4)c3CO2)cc1 (stereo not given)	?	0	i	-3%	?	-16%	-19%
CCOc1ccccc1CNC(=O)c1cc(-c2ccc(Cl)s2)nc2ccccc12	-9%	-14	nt	nt	3%	nt	nt
COc1ccccc1NC(=O)CCn1ccn2nc3c(c2c1=O)CCCC3	-7%	11	1%	0%	2%	2%	4%
O=C(Cc1cccc(F)c1)N1CCC(Oc2ccccc2-c2nc(C3CC3)no2)C1 (stereo not given)	?	-11	i	?	?	5%	?
COc1ccc(C)cc1NC(=O)Cn1c(=O)nc(-c2ccccc2F)c2cc(Cl)ccc21	3%	2	nt	nt	-1%	nt	nt
Cc1cccc(CSc2ncc(Cl)c(C(=O)Nc3sc4c(c3C(N)=O)CCCC4)n2)c1	32%[activator]	18	nt	nt	-1%	nt	nt
COCc1noc([C@@H]2CN(Cc3cccc(F)c3)C[C@H]2COC)n1	22%	-11	i	i	1%	-1%	-2%
COc1ccc(CNC(=O)Cn2c(=O)c3cccn3c3cccnc32)cc1	?	7	nt	nt	12%	nt	nt
CCC(COC)NC(=O)c1c(C)noc1-c1cc(OC)c(OC)c(OC)c1 (stereo not given)	0%	14	i	-22%	3%	-3%	-11%
CC(=O)N1CCc2c(sc3nc(SCC(N)=O)n(-c4ccc(F)c(Cl)c4)c(=O)c23)C1	22%	9	nt	nt	-5%	nt	nt
OCC1(CN2CCCC2)CCN(Cc2cnn(-c3ccccc3)c2)CC1	11%	-5	3%	?	0%	-2%	?
O[C@@H]1C[C@@H](c2nc(-c3cnccn3)no2)N(Cc2ccc(-c3ccccn3)cc2)C1	24%[87.6 µM]	2	0%[88.5 µM]	-7%[172 µM]	5%[87.6 µM]	-11%[172 µM]	-13%[138 µM]
COc1ccccc1C(=O)Nc1ccc(C(O)[C@H]2COCC(=O)N2)cc1 (stereo not given in full)	-4%[87.6 µM]	-12	3%[88.5 µM]	4%[172 µM]	4%[87.6 µM]	1%[172 µM]	-4%[174 µM]
Nc1nccc(-c2c(-c3ccc(F)cc3)ncn2C2CCCCC2)n1	nt	-11	i	nt	-10%	nt	nt
CCc1ccccc1Nc1nn2c(=O)c3ccc(C(=O)NC4CCCCC4)cc3nc2s1	-1%	-4	nt	nt	13%	nt	nt
COCC(=O)N[C@H]1CC[C@]2(C)CC[C@@H]([C@H](C)C(=O)N3CCCCC3)[C@H](O)[C@H]2[C@@H]1C	7%[87.6 µM]	-9	4%[88.5 µM]	i	11%[87.6 µM]	0%[172 µM]	0%[138 µM]
CC1CCN([C@@H]2[C@H](O)[C@H](CO)O[C@@H]2CNC(=O)N2CCOCC2)CC1	-39%[87.6 µM]	17	5%[88.5 µM]	-11%[172 µM]	7%[87.6 µM]	-1%[172 µM]	-13%[138 µM]
Nc1nc2[nH]c(=O)cnc2c(=O)[nH]1	22%	nt	i	nt	1%	nt	nt
CCCN(Cc1cccs1)C(=O)Nc1cc(Cl)ccc1C	7%	-3	nt	nt	5%	nt	nt
Cc1ccc2c(=O)cc(C(=O)Nc3ccc(S(=O)(=O)N(C)c4ccccc4)cc3)oc2c1C	6%	-11	nt	nt	0%	nt	nt
CC(=O)N1CCC(N2C[C@@H]3C[C@H]2C(=O)N(Cc2ccccn2)c2ccccc2O3)CC1	21%[87.6 µM]	16	0%[88.5 µM]	i	-17%[87.6 µM]	1%[172 µM]	i
CCOC(=O)c1cccc(NC(=O)[C@H](CSCc2ccccc2)N2Cc3ccccc3C2=O)c1	1%	-2	nt	nt	-3%	nt	nt
O=C1[C@@H]2C[C@@H](O)CN2C2(CN(Cc3ccccn3)C2)C(=O)N1Cc1ccccc1	4%[87.6 µM]	6	-2%[88.5 µM]	i	-4%[87.6 µM]	2%[172 µM]	1%[174 µM]
COC(=O)[C@@H]1Cc2ncn(C)c2CN1S(=O)(=O)c1ccc(C)cc1	2%[87.6 µM]	9	-1%[88.5 µM]	-3%[172 µM]	3%[87.6 µM]	0%[172 µM]	-16%[174 µM]
Cc1ccc(-c2cc3c(=O)n(CCNC(=O)c4ccccc4F)ccn3n2)c(C)c1	45%[activator]	0	i	?	0%	6.3µM*	-18%
C=CCNc1c(O)cc2c(O)c1C[C@@H](C)C[C@H](OC)[C@@H](O)[C@@H](C)C=C(C)[C@H](OC(N)=O)[C@@H](OC)C=CC=C(C)C(=O)N2	?	nt	-18%	nt	-8%	nt	nt
Cc1ccc(C)c(N2CCN(c3nc4ccccc4n4nnnc34)CC2)c1	131%[activator]	-6	nt	nt	8%	nt	nt
COc1cccc(CCC(=O)N2CCC3(CC2)N=C(c2cccc(Br)c2)NO3)c1	-2%	-7	i	?	-11%	1%	?
O=C(O)Cc1cccc(-c2cc(CCCCCCc3ccc(O[C@H]4O[C@H](CO)[C@@H](O)[C@H](O)[C@@H]4O)c(-c4cccc(CC(=O)O)c4)c3)ccc2O[C@H]2O[C@H](CO)[C@@H](O)[C@H](O)[C@@H]2O)c1	-44%[0.232 µM]	-7	-3%[0.698 µM]	nt	?	nt	nt
COc1ccc(C(=O)N2CCC(N3CCCOC3=O)CC2)cc1	5%	-17	i	3%	5%	nt	i
CC(C)Oc1ccccc1CN1CCC2(CC1)CN(c1ncccn1)CC2CO (stereo not given)	6%	5	?	-27%	-3%	-15%	-29%
O=C1N[C@@H](Cc2c[nH]c3ccccc23)C(=O)N2CCN(C(=O)c3cccnc3)C[C@@H]12	?	5	-4%[88.5 µM]	1%[172 µM]	1%[87.6 µM]	-3%[172 µM]	4%[138 µM]
COc1ccc(NC(=O)CC2CCOCC2)c(C)c1	-11%	6	i	2%	3%[12.5 µM]	1%	3%
O=C(Cn1ccnc1)N1CCc2c(n(CCOc3ccccc3)n(-c3ccccc3)c2=O)C1	-13%	1	-4%	i	2%	-1%	?
C#CCNC(=O)C1CN(c2cccc(OC)c2)C(=O)N1 (stereo not given)	-8%[87.6 µM]	10	i	-3%[172 µM]	-12%[87.6 µM]	4%[172 µM]	-12%[138 µM]
O=C(Nc1cccc(Cl)c1)C1CCCN1c1nc2ncccc2o1 (stereo not given)	-28%	1	i	-18%	-16%	-2%	-28%
O=C(N[C@H](c1cccs1)C1CC(O)C1)C1CCN(C2CCOCC2)CC1 (stereo not given in full)	-2%	-2	i	-4%	7%	8%	3%

# Screening data (PubChem BioAssay)
